Compound activity as filed in PubChem BioAssay.
Tat transport: E. coli Tat export inhibitors, primary screen, MC4100, TorA-mCherry reporter, fluorescence, single point | inhibition, % at 10 µM | 340,000 compounds, 0.036% hits | AID 488895, 2010;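 active = mean replicate inhibition at least 50% and at least half of replicates individually reaching 50%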;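 also: exported cargo escapes ClpAP degradation while cytoplasmic cargo is degraded and loses fluorescence; 0% = median of neutral control wells and 100% = median of NaSCN control wells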
Mot1-301 SUMO: yeast Mot1-301 growth rescue at high temperature, primary screen, SUMOylation pathway inhibitor project, S. cerevisiae, ATP luminescence, 38.5C | S. cerevisiae Mot1-301 growth rescue; percent above DMSO median, 100 means doubled | growth rescue, % at 18.8 µM | 320,000 compounds, 1% hits | AID 2716, 2010;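 active = every valid replicate shows activation above 250% relative to neutral control wells; inactive = the rest, any valid replicate at or below 250%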;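 also: OY570 slx delta 5 strain wells were the positive control but not used for scaling; some compounds called inactive have numbers as strong as hits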
AddAB inh: growth inhibition of E. coli expressing H. pylori AddAB, primary screen, AddAB inhibitor project, absorbance. AID 435030, 2010. 330,000 compounds, 0.29% hits. inhibition, % at 11.9 µM; in the data active = inhibition above about 12%;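 also: 0% = vehicle wells of infected cells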
CDK5 inh: inhibitors of human CDK5/p35 kinase, primary screen, biochemical, single concentration; 330,000 compounds, 0.01% hits; Cyclin-dependent kinase 5 (Homo sapiens) + Cyclin-dependent kinase 5 activator 1 (Homo …; inhibition, % at 10 µM; Recombinant CDK5/p35, ADP-Glo luminescence, 60 min;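 active = highest replicate inhibition of at least 50% and at least 75% of replicates reaching 50%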;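 also: plate controls were DMSO neutral control for no effect and GW8510 at 10 µM for full effect; many of its hits are not listed in these tables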
Target sequence (Q00535 whole entry, looked up): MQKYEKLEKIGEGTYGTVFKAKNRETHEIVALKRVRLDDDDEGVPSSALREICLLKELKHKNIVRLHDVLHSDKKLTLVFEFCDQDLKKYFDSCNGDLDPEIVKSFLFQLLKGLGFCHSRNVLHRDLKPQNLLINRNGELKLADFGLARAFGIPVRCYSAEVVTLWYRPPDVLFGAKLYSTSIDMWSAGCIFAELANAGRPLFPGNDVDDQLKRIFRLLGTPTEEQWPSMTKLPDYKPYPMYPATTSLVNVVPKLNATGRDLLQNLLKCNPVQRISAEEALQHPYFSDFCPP
Target sequence (Q15078 whole entry, looked up): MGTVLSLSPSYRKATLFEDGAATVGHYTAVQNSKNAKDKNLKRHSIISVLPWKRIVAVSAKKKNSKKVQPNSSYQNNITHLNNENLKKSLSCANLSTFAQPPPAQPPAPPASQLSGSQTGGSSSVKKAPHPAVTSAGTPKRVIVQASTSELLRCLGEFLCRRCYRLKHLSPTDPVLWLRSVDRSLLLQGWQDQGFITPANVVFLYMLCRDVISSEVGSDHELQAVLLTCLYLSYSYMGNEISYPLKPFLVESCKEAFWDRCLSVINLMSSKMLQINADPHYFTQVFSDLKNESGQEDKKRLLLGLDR
PKA-R1A activ: activators of PKA-R1A holoenzyme, primary screen, biochemical, fluorescence polarization, Cy5-IP20, bovine R1A, mouse PKAc; 340,000 compounds, 0.083% hits; cAMP-dependent protein kinase type I-alpha regulatory subunit (Bos taurus) + …; AID 504707, 2011; activation, % at 11.4 µM; PKA-R1A dissociation; scaled: DMSO 0%, 113 µM cGMP 100%;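 active = percent activation above the mean of all tested compounds plus 3 SD, cut at about 19% in these data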;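 also: higher means more PKAc released from R1A so a rise in polarization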
DAGLB inh: DAGLB lipase inhibitors, primary screen, biochemical, fluorescence, HTS | Diacylglycerol lipase-beta (Homo sapiens), Q8NCG7 | HEK293T DAGLB membrane lysate, EnzChek fluorogenic substrate | inhibition, % at 5.17 µM | 340,000 compounds, 0.059% hits; in the data active = inhibition above about 34%;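 also: 0% = enzyme with vehicle and 100% = wells lacking enzyme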
PKA-R2B activ: activators of PKA-R2B holoenzyme, primary screen, biochemical, fluorescence polarization, Cy5-IP20, human; PKA-R2B holoenzyme dissociation; R2B truncated from residue 108, S112A mutant; 0% DMSO only, 100% 113 µM cGMP; activation, % at 11.4 µM; 340,000 compounds, 0.079% hits; AID 504700, 2011;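 active = activation above a cutoff set at the mean over all compounds plus 3 SD, cut at about 18% in these data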;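 also: higher means more holoenzyme dissociation and a rise in polarization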
HTR5A inv ctr: HTR5A inverse agonists in luminescence cell assay, primary screen, counter-screen for OPRM1-OPRD1 heterodimer inverse agonist project, full-deck HTS; inhibition, % at 9.3 µM; 340,000 compounds, 0.083% hits; HTR5A cell line, inverse agonism; AID 504634, 2011; in the data active = inhibition mostly above about 23%, no sharp cut-off; inactive = mostly below about 18%;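 also: 0% = cells with DMSO and 100% = no-cell wells with DMSO; some compounds called inactive have numbers as strong as hits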
Target sequence (P47898 whole entry, looked up): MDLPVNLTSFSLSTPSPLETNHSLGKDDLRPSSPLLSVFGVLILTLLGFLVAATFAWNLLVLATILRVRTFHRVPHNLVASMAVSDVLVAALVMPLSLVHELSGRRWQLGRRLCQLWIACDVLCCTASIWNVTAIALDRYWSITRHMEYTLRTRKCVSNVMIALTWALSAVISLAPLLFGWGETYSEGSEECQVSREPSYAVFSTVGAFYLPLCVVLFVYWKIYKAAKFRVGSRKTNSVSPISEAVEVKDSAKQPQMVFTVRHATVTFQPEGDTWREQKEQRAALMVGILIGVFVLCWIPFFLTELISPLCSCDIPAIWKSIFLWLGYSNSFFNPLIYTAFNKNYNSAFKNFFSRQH
E coli growth: E. coli V3065 growth inhibition, primary screen, counter-screen for AddAB inhibitor project, absorbance, OD600; 18 h; inhibition, % at 11.9 µM; 330,000 compounds, 0.27% hits; AID 449728, 2010;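 active = inhibition above the campaign's mean inhibition across all tested compounds plus 3 SD, cut at about 9.9% in these data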;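 also: uninfected addAB+ strain grown without phage in ampicillin broth; 0% = DMSO wells and 100% = ciprofloxacin 0.95 µg/ml wells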
HTR5A ag ctr: HTR5A agonists in luminescence cell assay, primary screen, counter-screen for OPRM1-OPRD1 heterodimer agonist project, full-deck HTS | activation, % at 9.3 µM | cell-based | 340,000 compounds, 0.61% hits | 5-hydroxytryptamine receptor 5A (Homo sapiens), P47898 | AID 504692, 2011; in the data active = activation mostly above about 9.5%, no sharp cut-off; inactive = mostly below about 7.6%;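 also: 0% = cells with vehicle only and 100% = reference agonist; strong numbers were not always called active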
phage Ecoli inh: growth loss of phage-infected E. coli, primary screen, RecBCD inhibitor project, absorbance, with phage, HTS | 360,000 compounds, 0.26% hits | inhibition, % at 11.9 µM; in the data active = inhibition above about 11%
* = called active by the depositor; x = no result given.

SMILES	Tat transport	Mot1-301 SUMO	AddAB inh	CDK5 inh	PKA-R1A activ	DAGLB inh	PKA-R2B activ	HTR5A inv ctr	E coli growth	HTR5A ag ctr	phage Ecoli inh
CC(C)(C)c1ccc(S(=O)(=O)N2CCN(CC(=O)N3CC(=O)Nc4ccccc43)CC2)cc1	-1	3	0.4	-2.6	5	1	11	-4	-1.4	1	2.7
CCOc1ccc(C(C)(C)C)cc1S(=O)(=O)N1CC(C)OC(C)C1 (stereo not given)	2	0	0.9	0.2	-13	-8	-4	-8	0.5	3	0.3
Oc1ccc2ccccc2c1/C=N/Nc1nnc(-c2ncc[nH]2)c2ccccc12	3	46	19*	-0.7	-2	5	-6	-13	14*	-3	17*
Cc1cccc(OC(C)C(=O)OCC(=O)N2CCN(c3ccccc3)CC2)c1 (stereo not given)	0	11	0.7	0.8	-4	-3	-9	6	3.5	-2	2.3
CC(C)OCCCNC(=O)c1ccc(NS(C)(=O)=O)cc1	0	2	-0.6	-2.2	4	1	-6	-15	-1.1	-4	0.5
CCCc1[nH]c(=O)c(C#N)c2c1COC(C)(C)C2	-2	-4	0.0	-2.6	-6	2	-1	-1	-1.7	1	1.6
COc1cccc(N(CC(=O)N2CCN(c3ccccc3OC)CC2)S(C)(=O)=O)c1	-1	-5	1.0	-0.3	2	0	1	4	0.3	-3	3.0
O=C(COc1cccc2c1CCNC2=O)Nc1ccc(Cl)cc1	-1	x	x	0.5	-7	0	6	-11	x	0	1.9
CC(C)CN(C(=O)c1ccc(S(=O)(=O)N2CCOCC2)cc1)C1CCS(=O)(=O)C1 (stereo not given)	-4	-1	2.2	0.8	-6	2	-8	-9	0.5	4	-2.2
CCc1cc(C(=O)N2CCN(S(=O)(=O)c3ccc(Cl)cc3)CC2)sc1C	2	-3	-0.1	0.6	6	-7	-4	-10	0.0	3	3.5
O=C(O)/C=C/c1ccc(-n2ccnc2)cc1	4	-7	-0.7	4.1	-3	-3	-10	-41	-4.7	4	5.3
COc1ccc(S(=O)(=O)NC2CC2)cc1-n1cnnn1	-4	-9	1.0	-0.2	x	x	x	x	1.0	x	4.0
Cc1nc2ccccc2c(=O)n1NC(=O)c1c(F)cccc1F	2	107	0.5	-0.7	-4	2	-10	16	2.5	-4	0.9
Cc1cccc(N2CCN(Cc3nc(-c4ccccc4Cl)oc3C)CC2)n1	8	-8	-0.7	-2.0	1	0	-11	-3	-0.8	1	4.8
COc1cc(SC)ccc1C(=O)Nc1ccc(S(=O)(=O)N2CCCC2)cc1	1	x	1.4	1.5	-2	1	1	-18	0.2	-2	2.2
COc1ccc(C(=O)Nc2ccc3nc(N4CCN(C)CC4)cc(C)c3c2)c(OC)c1	9	-7	-2.2	-1.9	-10	3	-2	-2	-3.6	1	0.6
Cc1cc(Oc2ccc(C#N)cc2)nc(N2CCOCC2)n1	-7	418	2.5	-0.9	0	-5	1	-12	1.8	5	-0.2
Cc1ccc(NCc2nnc(SCc3ccc(C#N)cc3)n2Cc2ccco2)c(C)c1	6	-5	0.2	-0.3	-2	-11	1	4	-0.7	1	2.5
COc1ccc(C2/C(=C(/O)c3ccc(C)cc3)C(=O)C(=O)N2c2ccccn2)cc1 (stereo not given)	-13	-15	2.7	-0.3	4	-2	5	2	1.8	0	-3.9
CNC(=O)c1sc2nc(-c3ccc(OC)cc3)cn2c1C	-7	-16	2.5	0.7	-5	2	4	-11	-1.5	1	1.6
Cc1cc(C)nc(N(C#N)Cc2ccccc2)n1	16	8	1.7	0.7	2	-3	1	-22	-2.6	2	2.5
O=C(c1n[nH]c2ccccc12)N1CCN(S(=O)(=O)c2ccc(Cl)cc2)CC1	5	8	1.2	-0.3	-9	0	-5	-7	-0.2	1	2.3
Cc1cccc(N2C(=O)N3[C@H](c4ccc(F)cc4)[C@@H]4C(=O)N(C5CCCCC5)C(=O)[C@@H]4[C@]3(Cc3ccccc3)C2=O)c1	-3	35	4.1	-0.1	10	-12	-6	6	1.0	-2	1.3
CN1CC(=O)N(CC(=O)Nc2ccc(Br)cc2F)C1=O	-1	x	0.9	1.5	-4	-2	-2	-13	-0.8	-1	2.8
CCC(=O)N(c1nnc(SCC(=O)Nc2ccccc2Cl)s1)C1CC1	-8	4	3.0	0.2	-1	-2	-15	-22	-4.9	9	-1.4
COC(=O)C1(C)NC(c2cccc(C)c2)C2C(=O)N(c3ccc(F)cc3)C(=O)C21 (stereo not given)	-11	-5	0.0	-4.1	-7	0	2	0	-0.5	0	-0.9
COCCNC(=O)C(c1ccc(C)o1)N(C(=O)c1snc(C(N)=O)c1N)c1ccc(C)cc1 (stereo not given)	-9	-7	0.9	1.2	-8	-2	-6	10	1.4	5	1.3
CN(Cc1ccc(Cl)cc1)C(=O)COC(=O)CSc1ccc([N+](=O)[O-])cc1	6	28	-0.7	4.4	1	1	-6	-31	1.2	12	2.4
CSCCC(NC(=O)c1occc1C)C(=O)O (stereo not given)	-2	1	-0.3	-0.5	-2	0	-9	-12	-1.1	2	-0.3
CC(=O)c1sc(NC(=O)C2(F)C(F)(F)C(F)(F)C(F)(F)C(F)(F)C2(F)F)nc1C	-7	-24	5.3	0.9	4	23	10	-3	3.2	0	1.0
CCC(=O)Nc1ccc2c(c1)Cc1cc(NC(=O)CC)ccc1-2	-7	2	x	-0.4	5	1	2	-9	x	2	0.0
CC(=O)c1ccc(NC(=O)Cn2nc(C)c([N+](=O)[O-])c2C)cc1	-1	63	0.5	-3.7	16	-3	5	14	1.7	5	2.4
CCCCCCC1CC(=O)NC(=S)N1 (stereo not given)	-4	14	0.7	-2.9	-6	0	-14	-27	1.4	7	2.9
Cc1ccc2[nH]c(=O)c3cc(C(=O)N4CCN(C(=O)c5ccco5)CC4)sc3c2c1	-6	-4	3.2	-0.4	-3	2	-8	11	-0.9	-4	1.4
c1ccc(CNc2nc(N3CCOCC3)nc(N3CCOCC3)n2)cc1	1	440	0.7	-2.9	-6	0	5	21	0.7	0	-0.6
O=C(Cn1cnc2sc(-c3ccccc3)cc2c1=O)N1CCOCC1	-7	1	3.8	-0.7	-6	2	-13	7	0.1	1	0.4
CC(C(=O)OCC(=O)c1cccc([N+](=O)[O-])c1)N1C(=O)C2C3CCC(C3)C2C1=O (stereo not given)	-3	15	0.1	0.8	-11	2	-11	11	2.0	-4	3.8
COc1cc(C(=O)NCC(c2cccs2)N2CCOCC2)cc(Br)c1OCc1ccccc1 (stereo not given)	8	-3	0.2	1.6	-12	-4	-5	-1	-1.7	-4	0.8
Cc1csc(NC(=O)CCC(=O)N(CC(=O)NC2CCCC2)c2ccccc2)n1	-7	-15	2.2	0.4	2	1	6	-4	-1.1	2	-0.6
CCOC(=O)CSc1n[nH]c(NC(=O)c2ccc(F)cc2)n1	-4	-5	3.2	-4.7	0	6	1	3	1.2	3	x

Ordered by molecular weight (ascending): part of the list above
SMILES	Tat transport	Mot1-301 SUMO	AddAB inh	CDK5 inh	PKA-R1A activ	DAGLB inh	PKA-R2B activ	HTR5A inv ctr	E coli growth	HTR5A ag ctr	phage Ecoli inh
CCCCCCC1CC(=O)NC(=S)N1 (stereo not given)	-4	14	0.7	-2.9	-6	0	-14	-27	1.4	7	2.9
CSCCC(NC(=O)c1occc1C)C(=O)O (stereo not given)	-2	1	-0.3	-0.5	-2	0	-9	-12	-1.1	2	-0.3
CCC(=O)Nc1ccc2c(c1)Cc1cc(NC(=O)CC)ccc1-2	-7	2	x	-0.4	5	1	2	-9	x	2	0.0
CCOC(=O)CSc1n[nH]c(NC(=O)c2ccc(F)cc2)n1	-4	-5	3.2	-4.7	0	6	1	3	1.2	3	x
CN1CC(=O)N(CC(=O)Nc2ccc(Br)cc2F)C1=O	-1	x	0.9	1.5	-4	-2	-2	-13	-0.8	-1	2.8
CCC(=O)N(c1nnc(SCC(=O)Nc2ccccc2Cl)s1)C1CC1	-8	4	3.0	0.2	-1	-2	-15	-22	-4.9	9	-1.4
CC(C(=O)OCC(=O)c1cccc([N+](=O)[O-])c1)N1C(=O)C2C3CCC(C3)C2C1=O (stereo not given)	-3	15	0.1	0.8	-11	2	-11	11	2.0	-4	3.8
O=C(c1n[nH]c2ccccc12)N1CCN(S(=O)(=O)c2ccc(Cl)cc2)CC1	5	8	1.2	-0.3	-9	0	-5	-7	-0.2	1	2.3
COc1cc(C(=O)NCC(c2cccs2)N2CCOCC2)cc(Br)c1OCc1ccccc1 (stereo not given)	8	-3	0.2	1.6	-12	-4	-5	-1	-1.7	-4	0.8

Continued.
SMILES	Tat transport	Mot1-301 SUMO	AddAB inh	CDK5 inh	PKA-R1A activ	DAGLB inh	PKA-R2B activ	HTR5A inv ctr	E coli growth	HTR5A ag ctr	phage Ecoli inh
Cc1ccc(NC(=S)N(CCCN(C)C)Cc2cc3cc4c(cc3[nH]c2=O)OCO4)cc1	-12	10	3.0	2.1	3	-2	0	-22	-0.5	9	1.7
O=C(NCCCN1CCCC1=O)c1cc2ccccc2o1	-4	x	1.1	-2.8	7	-5	5	-16	0.2	7	0.2
Cc1ccc(S(=O)(=O)N2CCCN(C)CC2)cc1	-4	-6	0.2	0.7	-5	-3	-1	11	1.2	-3	2.1
COc1ccc(C(=O)N2CCN(S(=O)(=O)c3ccc(Br)cc3)CC2)cc1	8	-5	2.0	-6.3	-7	-2	-6	10	-2.8	2	6.7
COc1ccc(/C=C(\NC(=O)c2ccccc2)C(=O)NCc2ccco2)cc1OC	-4	-4	2.6	-0.2	0	0	6	-2	-2.5	5	-1.4
CCN(C(=O)c1ccc2c(c1)OCO2)C12CC3CC(CC(C3)C1)C2	-5	72	0.2	0.6	-4	-7	15	-10	1.9	4	1.4
CN(C)CCCNC(=S)NCc1ccc(Cl)cc1	2	-13	2.3	0.2	0	-2	-12	-3	2.2	-1	4.7
CC(C)(C)NC(=O)COC(=O)c1cc(Br)ccc1Cl	9	-13	1.1	1.1	10	-3	-2	3	-0.1	-1	2.5
Cc1cccc(S(=O)(=O)Nc2nc3ccccc3nc2Nc2ccc3c(c2)OCO3)c1	0	557	2.4	-2.1	-1	7	-2	1	0.9	0	2.7
Cc1cccc(NC(=S)NCc2cccs2)c1	-4	-2	3.8	-1.7	-6	-1	1	11	-1.1	2	3.7

The order is random, and some 2.3% of all compounds hit somewhere here.
